Source: PubChem BioAssay
NPYLR7 ag – agonists of mosquito NPYLR7 receptor, primary screen, cell-based, Aedes aegypti, calcium fluorescence, mosquito biting behavior; 270,000 tested, 0.15% active; Aedes aegypti neuropeptide Y-like receptor 7 (NPYLR7); activation, % at 10 µM; HEK293T NPYLR7/Galpha15, GCaMP6s calcium fluorescence; in the data active means activation above about 40%;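 further: 0% = vehicle and 100% = reference agonist at the receptor; some compounds past the cut are filed as inactive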
hcGAS inh – Primary biochemical luminescence assay for human cyclic GMP-AMP synthase inhibitors. AID 1259398, 2018. Q8N884. recombinant h-cGAS, ATP depletion, Kinase-Glo luminescence. 290,000 tested, 0.081% active. inhibition, % at 12.5 µM;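 further: 0% = vehicle reaction and 100% = reaction without DNA for no activity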
Target sequence (Q8N884 whole entry, looked up): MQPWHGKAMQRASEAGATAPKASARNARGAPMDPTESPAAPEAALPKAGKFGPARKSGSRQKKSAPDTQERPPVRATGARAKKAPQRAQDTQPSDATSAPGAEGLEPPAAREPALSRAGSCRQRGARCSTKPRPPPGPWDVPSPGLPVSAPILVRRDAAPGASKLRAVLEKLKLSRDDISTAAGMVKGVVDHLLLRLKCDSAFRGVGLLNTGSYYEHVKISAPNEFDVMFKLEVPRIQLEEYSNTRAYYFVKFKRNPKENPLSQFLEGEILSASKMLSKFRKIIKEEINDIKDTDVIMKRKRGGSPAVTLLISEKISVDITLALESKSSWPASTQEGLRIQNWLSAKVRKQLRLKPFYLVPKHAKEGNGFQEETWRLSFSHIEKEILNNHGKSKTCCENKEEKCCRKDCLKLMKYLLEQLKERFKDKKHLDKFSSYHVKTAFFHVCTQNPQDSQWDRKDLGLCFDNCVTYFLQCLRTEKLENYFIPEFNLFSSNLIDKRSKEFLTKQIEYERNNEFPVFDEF
mcGAS inh – cyclic GMP-AMP synthase inhibitors, mouse, primary biochemical chemiluminescence; Q8C6L5; recombinant cGAS, Kinase-Glo ATP depletion luminescence; inhibition, % at 12.5 µM; 160,000 tested, 0.15% active; AID 1259399, 2018;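 further: 0% = negative control wells and 100% = reference inhibitor with no enzyme activity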
* = called active by the depositor; . = no result given; & = joins results of further samples. Unless noted, no stated cut-off is given here; in the data, active means inhibition above about 40%; inactive means the rest.

SMILES	NPYLR7 ag	hcGAS inh	mcGAS inh
CN1C(=O)NC(c2cccc(Oc3ccccc3)c2)C2=C1CN(C(Cc1ccccc1)C(=O)NCc1ccccc1F)C2=O (stereo not given)	-3	-6	-4
CCSc1nnc2c(n1)OC(c1cccc(Br)c1)Nc1ccccc1-2 (stereo not given)	-9	-7	-7
c1cncc(CCn2ccnc2-c2cnc[nH]2)c1	.	-4	-17
Cc1[nH]n(-c2ccc(Cl)cc2)c(=O)c1N=Nc1cccnc1	-2	-11	.
O=C(CC1CCCC1)NCC1CCOCC1	.	3	0
CCOC(=O)[C@@H]1C[C@H]2CN(Cc3ccc(OC)cc3)C(=O)c3cccc(c32)N1C(=O)C(C)C	-1	-11	-7
O=C(NCc1ccccn1)C1COC2(CCN(C(=O)c3ccccc3F)CC2)N1C(=O)c1cccc(F)c1 (stereo not given)	9	-3	-5
O=C(NCCc1ccc(F)cc1)c1ccc(Nc2cccc(C(F)(F)F)c2)nc1	-10	-5	.
O=C1c2cccc([N+](=O)[O-])c2C(=O)N1CNc1ccc(Br)cc1	4	0	.
COc1ccc(S(=O)(=O)NCC(c2ccc3c(c2)CCCN3C)N(C)C)cc1C (stereo not given)	4	-4	-8
O=C(c1ccccc1OC1CCN(Cc2cccc3c2OCO3)CC1)N1CCCCC1	13	-8	.
COC(=O)c1cnc(Nc2nc(CN)cs2)nc1C(F)(F)F	-1	-1	-5
Cc1cccc(NC(=O)CC(=O)NCCCn2nnc3ccccc32)c1C	17	-3	-10
Cc1c(C(=O)NC(C)CCc2ccccc2)cc(-c2ccccc2)n1-c1ccccc1Cl (stereo not given)	-8	3	-1
CCCCS(=O)(=O)NC1(c2ccc(Br)cc2)CC1	-1	3	.
C=C(C)Cn1c(=O)c2c(nc3n2CCN3c2ccccc2C)n(C)c1=O	-5	-8	.
COCCN=c1scc(-c2ccc(OC(F)F)cc2)n1N=Cc1ccc(O)cc1	14	-11	.
CC(=O)NCCC(=O)N1CCCC(C(=O)c2ccc(-c3ccccc3)cc2)C1 (stereo not given)	14	-6	.
CCNC(=S)N(CCN(C)C)Cc1csc(COc2cccc(C)c2C)n1	-1	-7	-6
CC(C)NC(=O)[C@@H]1C[C@@H](N)CN1C(=O)Cc1c(Cl)cccc1Cl	43	-6	-11
COc1ccc(CCN(Cc2ccc(C)o2)C(=O)CN(C(=O)CCc2ccccc2)C2CC2)cc1OC	.	-11	-9
CCOC(=O)c1c(N)sc2c1CCC2	-6	1	.
N#Cc1cccc(COC(=O)CC(NC(N)=O)c2cccs2)c1 (stereo not given)	-7	3	.
OC1(c2ccccc2)CN(c2ccccc2)C2=[N+]1CCCS2 (stereo not given)	5	-2	-4
CC(C)CN(Cc1nccn1Cc1ccccc1F)C(=O)NC(C)(C)C	20	-4	-5
O=C(c1nn2c(C(F)(F)F)cc(-c3ccccc3)nc2c1Cl)N1CCOCC1	4	-3	-6
COc1cccc(NC(=O)Cc2c(C)nc3ncnn3c2C)c1	7	-8	.
COCCc1nc2ccc(C(=O)N3CCNC(=O)C3Cc3ccccc3)cc2o1 (stereo not given)	-3	-2	.
Cc1nnc(CN(C)C(=O)CC(c2ccccc2)c2ccc3c(c2)OCO3)o1 (stereo not given)	12	-3	-9
Cc1ccc(-c2c(C)nn3c(NC4CCCCC4)cc(C)nc23)cc1	-7	-2	-7
CN(C)CCCN1C(=O)C(=O)C(=C(O)c2ccc(Cl)cc2)C1c1ccc([N+](=O)[O-])cc1 (stereo not given)	3	-7	-7
CC1(C)C(c2ccc(Cl)cc2)=[N+]([O-])C(C)(C)C(c2ccc(Cl)cc2)=[N+]1[O-]	9	-5	.
COc1ccc(CCNC(=O)CSc2n[nH]c(C(C)(C)C)n2)cc1	10	-7	.
COCCN(CC(=O)N(CCc1ccc(OC)c(OC)c1)Cc1sccc1C)S(=O)(=O)c1ccc(Br)cc1	-9	-14	-7
Cc1ccccc1-c1nc(OCC(C)C)nn1-c1ccc(NC(=O)CCl)cc1	11	-4	-7
COc1ccccc1/C=C/CNCC1(N2CCOCC2)CCSC1 (stereo not given)	5	-9	.
CC1(C(=O)Nc2ccccc2F)CCN1C(=O)Cc1ccc(-c2ccccc2)cc1 (stereo not given)	7	-5	-3
Cc1nc2ccc(Cl)cn2c(=O)c1NC(=O)C(C)(C)C	4	-11	.
CC1CC(C)CN(Cc2ccccc2CNC(=O)c2ccco2)C1 (stereo not given)	1	-18	-10
C=CCN(Cc1nccn1Cc1c(F)cccc1Cl)C(=O)c1ccco1	31	-11	-5
Cc1cnc(NC(=O)c2nc(C3CC3)n(-c3ccccc3)n2)s1	3	-11	.
O=C(Cc1n[nH]c(=O)c2ccccc12)NCCSCc1ccccc1	-8	-3	.
CC=CCn1c(=O)c2c(nc3n(-c4ccccc4N)c(C)c(C)n23)n(C)c1=O	3	1	-4
COc1ccc(CCN2CCC(CN(C)C(=O)C3CCOC3)CC2)cc1 (stereo not given)	2	-7	-10
CS(=O)(=O)Oc1ccccc1CNCc1ccco1	28	-1	.
Cc1cccc(N2CCN(Cc3nc(C(=O)N4CCCC4)co3)CC2)c1C	.	-4	-5
CC[C@H](O)[C@@H]1N(C(=O)OC)C2CCC1(O)CC2	2	0	-8
O=C(O)C1CCN(c2ncnc3sc4c(c23)CCC4)CC1	9	-17	.
COC(=O)CCCCCNC(=O)C1CCN(S(=O)(=O)c2ccc(F)cc2)CC1	5	-4	.
CCCn1ncc(CN2CCCC(C(=O)Nc3ccccc3-c3ccc(OC)cc3)C2)c1C (stereo not given)	-4	-4	-3
(cont.)
SMILES	NPYLR7 ag	hcGAS inh	mcGAS inh
C=CCNC(=O)Cn1c(CO)cnc1SCc1ccccc1	5	-4	.
CCN1CCC2CCC(C1)N2CC(=O)NCCOc1cccc(F)c1 (stereo not given)	-10	2	.
CC(C)(C)OC(=O)C1=NN(C(=O)OC(C)(C)C)C[C@@H]2CC(=O)N12	0	-4	.
O=[N+]([O-])c1ccc(CN2CCCn3cccc3C2c2ccoc2)cc1 (stereo not given)	2	0	6
CC(=O)c1ccc(C(=O)N(Cc2cccnc2)c2nc3ccc(Cl)cc3s2)cc1	-8	-3	-6
CN1CCCC1CCNC(=O)CC(=O)Nc1ccc(F)c(Cl)c1 (stereo not given)	-2	3	0
COc1ccc(Cl)cc1S(=O)(=O)Nc1ccc(Br)cc1C(=O)NCc1ccccc1	-1	-3	-7
CCc1nc2ccc(C(=O)NCCN3CCNC3=O)cn2c1N(C=O)CC	-5	-5	-2
CN(Cc1ccccc1Br)C(=O)c1nccnc1N	7	-15	.
CCOC(=O)C1(O)CCN(C(=O)c2ncc(C(C)(C)C)o2)CC1	-4	-10	-15
CC(=O)N(c1nc(C=C(CC(=O)O)c2nc3ccccc3s2)cs1)c1ccc(F)cc1F	4	-3	.
Cc1ccc(-c2nc(CN(C)Cc3nonc3C)c(C)o2)o1	-9	-1	-4
COc1ccc(Br)cc1C=CC(=O)c1ccc(F)cc1	-1	2	4
c1cnc(-n2cncn2)c(CNc2cc(N3CCOCC3)ncn2)c1	11	-5	-13
COc1ccc(N2CCC(N3CCC(CCC(=O)N4CCCC4)CC3)CC2)cc1	6	4	-3
O=C(/C=C/c1ccsc1)c1c(O)ccc2oc(=O)ccc12	0	-1	.
CCc1nc2c(OCc3ccc(C(F)(F)F)cc3)cccn2c1N(C)C(=O)c1ccc(C)cc1	-16	9	5
CC(N)=C(C#N)C(=O)COC(=O)C1CSC2(C)CCC(=O)N12 (stereo not given)	3	4	.
COc1ccc(-c2cc3c(=O)n(CC(=O)Nc4ccc(C)cc4C)ccn3n2)cc1	8	-6	-11
COc1cccc(CNC(=O)CCC2CCCN(C(=O)c3cccc(-c4ccco4)c3)C2)c1 (stereo not given)	-2	-2&3	-4
CCOC(=O)c1c(NC(=O)C=Cc2cccs2)sc2c1CCCCC2	-2	0	-1
C=CCn1c(SCC(=O)C(C#N)=C(C)N)nnc1-c1ccoc1C	-6	-2	.
Cc1cc(N2CCCN(Cc3cccc(C)n3)CC2)ccn1	1	0	-10
CCOC(=O)C1CCCCN1CC(=O)N1N=C(c2ccc(C)cc2C)CC1c1ccc2c(c1)OCO2 (stereo not given)	-3	-1	-3
C/C(=N\NC(=O)c1ccc(C(C)(C)C)cc1)c1ccc(NC(=O)c2ccc(C)o2)cc1	5	0	.
Cn1c(=O)c2c(nc(CN3CCOCC3)n2CC(=O)C(C)(C)C)n(C)c1=O	12	-9	.
C=CCOc1cccc(C(=O)N2CCCC(N3CCN(c4ccccc4OC)CC3)C2)c1 (stereo not given)	7	-5	.
CC1CCCCC1Nc1ncnc2c1nnn2C (stereo not given)	18	-8	.
Fc1ccc(CN2CCC(NCc3cccc4ccccc34)CC2)cc1F	3	-4	.
CCCc1cnc(C)nc1-c1ccnc2c1ccn2C	16	-5	.
Cc1ccc(C2(c3noc(CN4CCC(OCc5cccnc5)CC4)n3)CCCC2)cc1	6	-2	-3
O=C(CCc1ccccn1)N1CC[C@@H](N2CCN(c3ccccc3F)CC2)[C@H](O)C1	3	-4	.
Cc1cccc(NC(=O)C(C)NC(=O)c2ccccc2)c1C (stereo not given)	1	-4	.
Cc1ccc(OCCC(=O)N2CCc3c(sc4[nH]c(=O)n(-c5ccccc5C(F)(F)F)c(=O)c34)C2)cc1	6	-5	-6
Oc1ccccc1-c1n[nH]c(-c2ccccn2)n1	3	-1	-5
CC1(C)C[C@@H]2C(=O)CC[C@H]3O[C@]3(C)CC[C@H]21	-9	0	.
CCCc1cc(=O)[nH]c2nnc(SC(C)C(=O)OC)n12 (stereo not given)	-10	-3	-7
O=C(Nc1ccc(-c2nc3ncccc3o2)c(Cl)c1)c1ccco1	19	-6	-3
O=C(NCCO)c1c2c(nc3ccccc13)CCN(Cc1ccc(F)cc1F)C2	2	-7	.
c1ccc(-n2ccc(CN3CCCC(Cn4cncn4)C3)n2)cc1 (stereo not given)	2	-11	.
O=C1CC(c2cccc3nsnc23)c2cc3cn[nH]c3cc2N1 (stereo not given)	15	-3	-19
CCc1ccc(N2CCCn3c2nc2c3c(=O)n(CC(=O)OC)c(=O)n2C)cc1	10	-2	.
Cc1nn(C)c(C)c1-c1ccnc(NCCN2CCN(C(C)C)CC2)n1	4	-6	-18
CC(C)Cc1ncc2c(n1)CN(C(=O)c1cccc(-n3cnnc3)n1)C2	6	0	.
O=C(/C=C/c1ccsc1)NC1CCc2c(O)cccc21 (stereo not given)	2	-4	-9
Nc1ncnc2c1c(-c1cccc(OCc3ccccc3)c1)cn2C1CC(CN2CCCC2)C1 (stereo not given)	-8	-6	-9
COC(=O)c1sc(N2C(=O)C(=O)C(=C(O)c3ccccc3)C2c2ccc(OC)cc2)nc1C (stereo not given)	8	-5	-9
O=C(CCc1ccccc1)Nc1ccc(C2SCC(=O)N2c2ccc(C(F)(F)F)cc2)cc1 (stereo not given)	-9	0	-5
Cc1nc(N)nc(C)c1CC(=O)N1CCCC(Cn2ccnc2)C1 (stereo not given)	-7	-6	.
CNc1nc2cnc(-c3cc(OC)c(OC)c(OC)c3)cc2n1Cc1ccccc1	19	-8	-8
Next part.
SMILES	NPYLR7 ag	hcGAS inh	mcGAS inh
O=C(OC1CCCC1)c1ccc(Cl)c(S(=O)(=O)N2CCCC2)c1	4	5	-1
CCc1ccc(C(C)NC(=O)CCl)cc1 (stereo not given)	-1	0	0
Cc1cc(C)nc(N2CCN(c3ncnc4sc5c(c34)CCCC5)CC2)n1	7	-6	.
c1ccc(-c2nc3c(c(N4CCCC(Cn5ccnc5)C4)n2)CCNC3)cc1 (stereo not given)	-3	-4	-14
COc1ccc2nc(-c3ccc(C)c(NC(=O)c4cccc(C)c4)c3)cn2n1	-7	-3	-2
CN(C1=NS(=O)(=O)c2ccccc21)c1ccc(OC(=O)c2ccccc2Br)cc1	24	6	0
Nc1nnc(SCC(=O)Nc2nccs2)s1	3	-3	-6
O=C(NC1CC2CCC(C1)N2Cc1ccc2c(c1)OCO2)c1ccco1 (stereo not given)	3	-4	-5

Among those listed so far, 15 contain a Cl atom.
SMILES	NPYLR7 ag	hcGAS inh	mcGAS inh
Cc1[nH]n(-c2ccc(Cl)cc2)c(=O)c1N=Nc1cccnc1	-2	-11	.
Cc1c(C(=O)NC(C)CCc2ccccc2)cc(-c2ccccc2)n1-c1ccccc1Cl (stereo not given)	-8	3	-1
CC(C)NC(=O)[C@@H]1C[C@@H](N)CN1C(=O)Cc1c(Cl)cccc1Cl	43	-6	-11
O=C(c1nn2c(C(F)(F)F)cc(-c3ccccc3)nc2c1Cl)N1CCOCC1	4	-3	-6
CN(C)CCCN1C(=O)C(=O)C(=C(O)c2ccc(Cl)cc2)C1c1ccc([N+](=O)[O-])cc1 (stereo not given)	3	-7	-7
CC1(C)C(c2ccc(Cl)cc2)=[N+]([O-])C(C)(C)C(c2ccc(Cl)cc2)=[N+]1[O-]	9	-5	.
Cc1ccccc1-c1nc(OCC(C)C)nn1-c1ccc(NC(=O)CCl)cc1	11	-4	-7
Cc1nc2ccc(Cl)cn2c(=O)c1NC(=O)C(C)(C)C	4	-11	.
C=CCN(Cc1nccn1Cc1c(F)cccc1Cl)C(=O)c1ccco1	31	-11	-5
CC(=O)c1ccc(C(=O)N(Cc2cccnc2)c2nc3ccc(Cl)cc3s2)cc1	-8	-3	-6
CN1CCCC1CCNC(=O)CC(=O)Nc1ccc(F)c(Cl)c1 (stereo not given)	-2	3	0
COc1ccc(Cl)cc1S(=O)(=O)Nc1ccc(Br)cc1C(=O)NCc1ccccc1	-1	-3	-7
O=C(Nc1ccc(-c2nc3ncccc3o2)c(Cl)c1)c1ccco1	19	-6	-3
O=C(OC1CCCC1)c1ccc(Cl)c(S(=O)(=O)N2CCCC2)c1	4	5	-1
CCc1ccc(C(C)NC(=O)CCl)cc1 (stereo not given)	-1	0	0
